# Screens: PubChem BioAssay, several laboratories
# Bcl-B displacement: displacers of TR3 peptide from Bcl-B, primary screen, selectivity assay for Bfl-1 inhibitor project, biochemical, fluorescence polarization | FP displacement of FITC-TR3 peptide from Bcl-B; higher % means a stronger effect | displacement, % at 20 µM, or IC50 in µM where a hit was titrated | 0.11% of 96,000 active | AID 748;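 active = displacement above 50% at 20 µM plus a fluorescence interference ratio under 1.5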;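 note: plate controls were wells without compound for no effect and wells lacking Bcl-B protein for full effect; a part of the inactive calls stands beside numbers as strong as those of hits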
# PLAP inhibitors HTS: inhibition of human placental alkaline phosphatase – biochemical, luminescence, HTS (AID 690). purified PLAP, luminescent substrate; higher % means a stronger effect. one-dose inhibition, % at 20 µM; IC50 in µM for titrated hits. 0.08% of 96,000 active; in the data active = a potency from the dose series; inactive = the rest, 99 in 100 with inhibition below about 30%; note: strong numbers were not always called active
# NFkB transloc inh: blocks IL-1B driven NFkB nuclear translocation in HUVEC cells | HUVEC IL-1B NFkB p65 nuclear translocation imaging | inhibition, % at 2 µM | 0.43% of 94,000 active | AID 796;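 active = inhibition above about 30% together with a positive call from visual inspection of the well image, limit read from the data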;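 note: nuclear over cytoplasmic p65 intensity ratio measured by imaging; 0% = IL-1B stimulated DMSO wells and 100% = unstimulated DMSO wells; values of inactives mirror those of a sister screen read the other way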
# MRP resist rev: compounds reversing MRP-mediated drug resistance; H69AR cells + 2 uM doxorubicin, CellTiter-Glo, 72 h; 0.04% of 85,000 active; differential viability (reversal), % at 10 µM; AID 602;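 active = viability drop by adding the cancer drug above about 55%, with treated viability meeting a 40% cutoff, limit read from the data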;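 note: viability without doxorubicin minus viability with 2 µM doxorubicin for each compound; larger differential means the compound sensitizes cells more to doxorubicin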
# IL1B NFkB pot: enhances IL-1B driven NFkB nuclear translocation. HUVEC IL-1B NFkB p65 nuclear translocation imaging. activation, % at 2 µM. 0.3% of 94,000 active. AID 819;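 active = activation above 40%, about the mean plus 3 SD, also judged a hit on visual image review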;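 note: percent activation is computed from the nuclear over cytoplasmic p65 intensity ratio; values of inactives mirror those of a sister screen read the other way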
# MRP resist rev cytotoxicity: further read-out of MRP resist rev, marked with its call; viability, %; H69AR cells, CellTiter-Glo, 72 h; measured here: cytotoxicity without doxorubicin
# MRP resist rev with doxorubicin: also measured in MRP resist rev; calls as there; viability, %; measured here: viability with 2 uM doxorubicin; hits give low values
# NFkB transloc inh cell count 2 µM: recorded beside NFkB transloc inh, whose call it bears; cell count; measured here: cells passing quality filter;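 raw number of nuclei counted in each imaged well without normalization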
# IL1B NFkB pot cell count 2 µM: further read-out of IL1B NFkB pot, marked with its call; cell count; measured here: cells passing quality filter
# * marks the source's active call; other numbers are inactive results; . = no result given.
SMILES,Bcl-B displacement,PLAP inhibitors HTS,NFkB transloc inh,NFkB transloc inh cell count 2 µM,MRP resist rev,MRP resist rev cytotoxicity,MRP resist rev with doxorubicin,IL1B NFkB pot,IL1B NFkB pot cell count 2 µM
N#Cc1c(NC(=O)CSc2nnnn2C2CCCC2)sc2c1CCCC2,78%,-3%,5,199,-29,8,36,-5,199
O=C(Nc1ccccn1)c1cc(-n2cnnc2)ccc1Cl,-12%,14%,0,93,6,95,89,0,93
O=C(CSc1ccc2nnc(-c3ccccc3)n2n1)NCc1ccco1,2%,13%,-25,146,13,81,68,25,146
COc1ccc(C2=NOC(C(=O)NCCN3CCOCC3)C2)cc1 (stereo unspecified),-2%,-17%,-1,187,8,92,85,1,187
O=c1c2c3nc4ccccc4nc3n(/N=C/c3ccco3)c2ncn1CCC1=CCCCC1,-3%,-52%,.,.,5,74,69,.,.
CC(=O)Oc1ccc(C)cc1-n1nc2ccccc2n1,13%,-6%,2,140,7,76,68,-3,140
Nc1ccccc1Nc1ccncc1[N+](=O)[O-],0%,-2%,-14,159,15,103,88,14,159
O=C(NC1CCCCC1)NC1CC2CCC(C1)N2C(=O)NC1CCCCC1 (stereo unspecified),6%,14%,3,109,5,98,93,-3,109
Cc1ccc(NC(=O)N(Cc2cc3cc(C)cc(C)c3[nH]c2=O)CC2COCCO2)cc1 (stereo unspecified),5%,-36%,3,71,-18,63,80,-3,71
O=C(OCc1ccc(F)cc1)c1ccc2c(c1)-c1ccccc1C2=O,4%,0%,-3,162,.,.,.,3,162
CCc1ccc(N2C(=O)c3sc4nnc(C)c(=O)n4c3C2=O)cc1,11%,-14%,4,91,-10,82,91,-4,91
COc1ccc(C(c2nnnn2CC2CCCO2)N2CCN(c3ccc(F)cc3)CC2)cc1 (stereo unspecified),-2%,-88%,0,96,-7,94,101,0,96
N#Cc1nc(Cc2ccccc2)oc1NCc1cccnc1,.,.,7,151,.,.,.,-7,151
O=C1c2ccccc2C(O)N1CCN1CCOCC1 (stereo unspecified),.,.,-17,76,.,.,.,17,76
O=C(NCc1cccnc1)c1cccnc1-c1nc2ccccc2s1,3%,16%,-33,65,-10,79,88,33,65
O=C(Nc1ccccc1)c1ccccc1NS(=O)(=O)c1ccc(Cl)s1,.,.,-14,120,.,.,.,14,120
CCN1CCN(C(=O)CN(C)S(=O)(=O)c2ccc(OC)c(C)c2)CC1,-7%,-61%,0,173,-12,86,98,0,173
COc1cc(C(=O)OCC(=O)NCc2ccco2)cc(OC)c1OC,12%,-39%,14,223,-7,89,96,-14,223
C=CCn1c(SC(C)C(=O)NCc2ccc3c(c2)OCO3)nc2scc(-c3ccccc3)c2c1=O (stereo unspecified),-11%,4%,-7,111,-29,34,62,7,111
COc1ccccc1C(=O)Nc1ccc(S(=O)(=O)N2CCCC2)cc1,-11%,7%,-12,122,-2,95,97,12,122
COc1ccc(C(=O)Nc2cc(Cl)cc(Cl)c2)c(OC)n1,3%,13%,8,139,.,.,.,-8,139
CC1Cc2ccccc2N1S(=O)(=O)c1ccc2c(c1)n(C)c(=O)c(=O)n2C (stereo unspecified),-10%,21%,-30,121,0,83,84,30,121
Cc1cccc(Oc2ccccc2NC(=O)c2cnccn2)c1,11%,-30%,-7,178,11,85,74,7,178
O=C(Cc1cccs1)N(Cc1ccco1)C1(C(=O)NC2CCCC2)CCCCC1,-6%,-4%,.,.,3,91,88,.,.
Cc1cc(C)n(-c2ccc(C(=O)OCC(=O)N(CC(C)C)C3CCS(=O)(=O)C3)cc2)n1 (stereo unspecified),11%,-19%,-11,120,6,75,69,11,120

# One compound at a time, as listed above.
# C=CCn1c(SC(C)C(=O)NCc2ccc3c(c2)OCO3)nc2scc(-c3ccccc3)c2c1=O (stereo unspecified) is listed as Bcl-B displacement: -11%; PLAP inhibitors HTS: 4%; NFkB transloc inh: -7; NFkB transloc inh cell count 2 µM: 111; MRP resist rev: -29; MRP resist rev cytotoxicity: 34; MRP resist rev with doxorubicin: 62; IL1B NFkB pot: 7; IL1B NFkB pot cell count 2 µM: 111
# CC1Cc2ccccc2N1S(=O)(=O)c1ccc2c(c1)n(C)c(=O)c(=O)n2C (stereo unspecified) is listed as Bcl-B displacement: -10%; PLAP inhibitors HTS: 21%; NFkB transloc inh: -30; NFkB transloc inh cell count 2 µM: 121; MRP resist rev: 0; MRP resist rev cytotoxicity: 83; MRP resist rev with doxorubicin: 84; IL1B NFkB pot: 30; IL1B NFkB pot cell count 2 µM: 121

# Reformatted with values under each structure: three of the compounds above
# Value order: Bcl-B displacement	PLAP inhibitors HTS	NFkB transloc inh	NFkB transloc inh cell count 2 µM	MRP resist rev	MRP resist rev cytotoxicity	MRP resist rev with doxorubicin	IL1B NFkB pot	IL1B NFkB pot cell count 2 µM
COc1ccc(C2=NOC(C(=O)NCCN3CCOCC3)C2)cc1 (stereo unspecified)
  -2%	-17%	-1	187	8	92	85	1	187
O=c1c2c3nc4ccccc4nc3n(/N=C/c3ccco3)c2ncn1CCC1=CCCCC1
  -3%	-52%	.	.	5	74	69	.	.
CC(=O)Oc1ccc(C)cc1-n1nc2ccccc2n1
  13%	-6%	2	140	7	76	68	-3	140

# 4 of these compounds in a different format.
N#Cc1c(NC(=O)CSc2nnnn2C2CCCC2)sc2c1CCCC2
  Bcl-B displacement = 78%; PLAP inhibitors HTS = -3%; NFkB transloc inh = 5; NFkB transloc inh cell count 2 µM = 199; MRP resist rev = -29; MRP resist rev cytotoxicity = 8; MRP resist rev with doxorubicin = 36; IL1B NFkB pot = -5; IL1B NFkB pot cell count 2 µM = 199
O=C(Nc1ccccn1)c1cc(-n2cnnc2)ccc1Cl
  Bcl-B displacement = -12%; PLAP inhibitors HTS = 14%; NFkB transloc inh = 0; NFkB transloc inh cell count 2 µM = 93; MRP resist rev = 6; MRP resist rev cytotoxicity = 95; MRP resist rev with doxorubicin = 89; IL1B NFkB pot = 0; IL1B NFkB pot cell count 2 µM = 93
O=C(CSc1ccc2nnc(-c3ccccc3)n2n1)NCc1ccco1
  Bcl-B displacement = 2%; PLAP inhibitors HTS = 13%; NFkB transloc inh = -25; NFkB transloc inh cell count 2 µM = 146; MRP resist rev = 13; MRP resist rev cytotoxicity = 81; MRP resist rev with doxorubicin = 68; IL1B NFkB pot = 25; IL1B NFkB pot cell count 2 µM = 146
COc1ccc(C2=NOC(C(=O)NCCN3CCOCC3)C2)cc1 (stereo unspecified)
  Bcl-B displacement = -2%; PLAP inhibitors HTS = -17%; NFkB transloc inh = -1; NFkB transloc inh cell count 2 µM = 187; MRP resist rev = 8; MRP resist rev cytotoxicity = 92; MRP resist rev with doxorubicin = 85; IL1B NFkB pot = 1; IL1B NFkB pot cell count 2 µM = 187

# Other structures follow:
SMILES,Bcl-B displacement,PLAP inhibitors HTS,NFkB transloc inh,NFkB transloc inh cell count 2 µM,MRP resist rev,MRP resist rev cytotoxicity,MRP resist rev with doxorubicin,IL1B NFkB pot,IL1B NFkB pot cell count 2 µM
O=C(CCS(=O)(=O)c1ccccc1)Nc1nc2c(s1)CCCC2,-3%,6%,.,.,-7,17,25,.,.
COc1ccc(C(C)(C)C)cc1NC(=O)C1C2C=CC(C2)C1C(=O)O (stereo unspecified),11%,-1%,-6,144,-4,83,87,5,144
CCOc1ccc(-n2cc(C(=O)Nc3cccc(Cl)c3)c3cc(OC)c(OC)cc3c2=O)cc1,-4%,-83%,-26,176,11,101,90,26,176
COc1ccccc1OCc1nc(C#N)c(NCc2ccco2)o1,-2%,-9%,1,128,8,75,68,-1,128
COC(=O)c1cccnc1SCc1ccccc1,.,.,-24,109,9,93,83,24,109
CCCNC(=O)CCNC(=O)c1ccc(C(C)(C)C)cc1,1%,-6%,-40,122,9,84,75,40,122
CC(=O)Nc1ccc(S(=O)(=O)N(C)CC(=O)OCC(=O)N2CCc3ccccc32)cc1,-4%,24%,-2,211,.,.,.,2,211
CCOc1ccc(N2C(=O)CC(Sc3nc(C)cc(C)c3C#N)C2=O)cc1 (stereo unspecified),6%,12%,-5,115,19,91,72,5,115
O=C(NCCN1CCOCC1)c1cc2c(=O)n3ccccc3nc2n1Cc1ccccc1,11%,-78%,-5,215,3,78,76,5,215
CNC(=O)c1nc[nH]c1C(=O)NC,-2%,-17%,-17,152,6,107,101,17,152
CCOC(=O)CCP(=O)(O)C(C)(O)c1ccccc1 (stereo unspecified),6%,7%,-3,181,18,105,87,3,181
O=C(COc1ccc(Cl)cc1)NNC(=O)c1ccccn1,3%,-64%,6,137,.,.,.,-6,137
OC1(C(F)(F)F)CC(O)(C(F)(F)F)n2nc(-c3ccccc3)cc2N1 (stereo unspecified),-5%,8%,-4,120,9,87,77,4,120
O=C(COC(=O)c1cccnc1Nc1cccc(C(F)(F)F)c1)NCc1ccc2c(c1)OCO2,0%,2%,2,127,6,43,37,-2,127
CC(=O)Nc1ccc(N2S(=O)(=O)c3ccccc3S2(=O)=O)cc1,1%,6%,.,.,26,100,74,.,.
COc1ccc(-n2c(Cc3cccn3C)nnc2SCC(=O)NCc2ccco2)cc1,4%,-27%,.,.,1,92,91,.,.
O=C(Cc1c(F)cccc1Cl)Nc1ccncc1,0%,14%,-10,187,-1,90,92,10,187
CCCc1c(O)nc(SCCN(CC)CC)n(C(=O)c2ccccc2)c1=O,-3%,-59%,-7,196,-7,93,99,7,196
Cc1ccc(S(=O)(=O)N(CC(=O)N2CCN(c3ccccc3F)CC2)C2CCCCC2)cc1,6%,-87%,-4,61,-7,63,69,4,61
CSc1nc(C)cc(Oc2ccc(OCCOc3ccccc3)nn2)n1,0%,-17%,-4,175,10,95,85,4,175
COc1cc2c(cc1OC)C(C)N(C(=O)C1COc3ccccc3O1)CC2 (stereo unspecified),-6%,-39%,9,105,-7,82,89,-9,105
Cc1ccc(-c2nnc(SCC(=O)CC(=O)Nc3ccccc3)n2-c2ccccc2)cc1,0%,7%,1,130,.,.,.,-1,130
CCC(C)[C@H](NC(=O)NCc1cccc(OC)c1)C(=O)OC (stereo partly specified),1%,0%,-15,207,1,90,88,15,207
O=C(/C=C/c1ccccc1Cl)Nc1ccncc1,0%,10%,4,142,.,.,.,-4,142
CCS(=O)(=O)N1Cc2ccccc2CC1C(=O)NC(C)C12CC3CC(CC(C3)C1)C2 (stereo unspecified),36%,-33%,-19,77,7,88,81,19,77

# (continued)
SMILES,Bcl-B displacement,PLAP inhibitors HTS,NFkB transloc inh,NFkB transloc inh cell count 2 µM,MRP resist rev,MRP resist rev cytotoxicity,MRP resist rev with doxorubicin,IL1B NFkB pot,IL1B NFkB pot cell count 2 µM
COc1ccccc1/C=c1\sc2nc(-c3ccco3)nn2c1=O,26%,-38%,-9,81,-13,36,49,11,81
CCOC(=O)c1c(C)nc(C)c(C(=O)OCC)c1-c1ccccc1,-9%,.,-2,194,.,.,.,2,194
O=C(NC1CCCCC1)N(Cc1nc2ccccc2c(=O)[nH]1)C1CCCCC1,0%,-19%,-1,104,-4,78,82,1,104
O=c1[nH]cnc2nc(-c3ccccc3)c(-c3ccccc3)nc12,.,.,-8,125,.,.,.,8,125
O=C(c1ccccc1)c1ccc(OCCCN2CCCCC2)cc1,4%,-27%,5,102,15,85,71,-5,102
COc1ccccc1-n1c(C)nnc1SCC(N)=O,2%,23%,-17,163,-13,95,108,17,163
COc1ccc(-c2nc3c(c(=O)[nH]c(=O)n3Cc3ccccc3)n2C)cc1,-12%,-32%,2,58,-1,65,66,-2,58
COc1ccc(S(=O)(=O)N(C)CC(=O)NC2CC2)cc1,-12%,5%,-2,157,-4,95,99,2,157
NC(=O)c1oc2ccc(Cl)cc2c1NC(=O)CN1CCOCC1,-8%,-47%,1,180,-2,65,67,-1,180
CCC(C(=O)Nc1cnccn1)c1ccccc1 (stereo unspecified),-4%,-12%,-23,135,8,95,87,23,135
O=C(CCCCn1c(=O)c2ccccc2n(Cc2ccc(F)cc2Cl)c1=O)NCc1ccco1,-60%,-46%,-8,162,-36,24,61,8,162
CSc1nsc(SC)c1C(=O)Nc1ccc(C)cc1,-2%,17%,-7,162,11,77,66,7,162

# The list is partial, so the mix of outcomes need not match the whole.
